# Bioassay records: PubChem, The Scripps Research Institute Molecular Screening Center
# LYPLA1 inh: counter-screen for PME1 inhibitors: inhibitors of human LYPLA1; inhibition, % at 5.9 µM; AID 2174; hit rate 0.16% among 320,000; recombinant LYPLA1, FP-Rh probe fluorescence polarization;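 active = inhibition above the mean of all tested compounds plus 3 SD, set per campaign, cut at about 14% in these data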;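 note: inhibitors block serine hydrolase probe labeling of LYPLA1 so polarization falls; 0% = enzyme with DMSO and 100% = wells lacking LYPLA1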
# PREPL inh: inhibits the human prolyl oligopeptidase-like enzyme. recombinant PREPL, fluorescence polarization activity-based probe. inhibition, % at 5.96 µM. hit rate 0.68% among 320,000. AID 2751; in the data active = inhibition above about 43%;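 note: 0% = enzyme with DMSO and 100% = wells lacking enzyme; many of its hits are not listed in these tables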
# EBNA-1 inh: blocks EBNA-1 binding to DNA | inhibition, % at 14.8 µM | hit rate 0.34% among 300,000 | EBNA-1 DNA binding, fluorescence polarization; in the data active = inhibition above about 28%
# PAFAH1B3 FP inh: blocks human PAF acetylhydrolase 1B catalytic subunit 3; Q15102; recombinant PAFAH1B3, FP-rhodamine probe, fluorescence polarization; inhibition, % at 3.39 µM; hit rate 0.28% among 340,000; AID 492972;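 active = inhibition above the screen-wide average of all tested compounds plus 3 SD, cut at about 25% in these data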;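 note: 0% = enzyme with DMSO only and 100% = wells lacking PAFAH1B3 protein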
# PAD4 FP inh: blocks human protein arginine deiminase 4; Q9UM07; recombinant PAD4, RCA probe fluorescence polarization; inhibition, % at 6.36 µM; hit rate 0.41% among 330,000;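 active = percent inhibition above a cutoff equal to the mean of all tested compounds plus 3 SD, cut at about 15% in these data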;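 note: 0% = PAD4 with RCA probe and DMSO and 100% = probe without PAD4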
# Target sequence (Q9UM07 whole entry, looked up): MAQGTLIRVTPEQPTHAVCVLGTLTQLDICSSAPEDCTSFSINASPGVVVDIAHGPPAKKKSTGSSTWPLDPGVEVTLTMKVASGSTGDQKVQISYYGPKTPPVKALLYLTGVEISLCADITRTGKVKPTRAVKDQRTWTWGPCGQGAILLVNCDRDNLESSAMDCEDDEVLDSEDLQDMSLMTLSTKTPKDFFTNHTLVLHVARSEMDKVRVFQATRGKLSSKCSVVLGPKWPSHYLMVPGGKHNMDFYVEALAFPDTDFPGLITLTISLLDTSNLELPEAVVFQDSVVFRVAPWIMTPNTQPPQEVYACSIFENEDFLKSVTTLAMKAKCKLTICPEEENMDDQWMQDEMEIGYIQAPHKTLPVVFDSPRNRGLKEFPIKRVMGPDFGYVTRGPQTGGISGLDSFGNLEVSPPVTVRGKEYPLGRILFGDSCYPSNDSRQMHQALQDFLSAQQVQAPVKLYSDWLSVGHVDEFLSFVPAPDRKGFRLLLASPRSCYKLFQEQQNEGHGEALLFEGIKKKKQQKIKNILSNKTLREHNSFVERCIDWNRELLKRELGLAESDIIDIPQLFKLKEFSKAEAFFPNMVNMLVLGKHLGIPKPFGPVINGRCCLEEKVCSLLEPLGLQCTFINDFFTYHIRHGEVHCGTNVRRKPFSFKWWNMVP
# LYPLA2 counter: blocks human lysophospholipase 2, a PME1 counter-screen. hit rate 0.38% among 320,000. inhibition, % at 5.9 µM. O95372. AID 2177. recombinant LYPLA2, FP-Rh probe fluorescence polarization;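 active = inhibition above the screen-wide mean plus 3 SD, limit set per campaign, cut at about 26% in these data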;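 note: 0% = LYPLA2 with DMSO and 100% = wells lacking LYPLA2 enzyme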
# Target sequence (O95372 whole entry, looked up): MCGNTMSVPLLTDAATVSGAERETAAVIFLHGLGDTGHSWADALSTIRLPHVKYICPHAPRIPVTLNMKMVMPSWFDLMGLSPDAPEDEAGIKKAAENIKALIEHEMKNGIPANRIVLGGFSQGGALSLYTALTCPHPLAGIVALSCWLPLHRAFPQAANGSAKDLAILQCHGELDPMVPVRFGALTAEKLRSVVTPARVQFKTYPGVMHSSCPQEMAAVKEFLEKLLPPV
# PAFAH2 FP inh: inhibitors of human PAFAH2. hit rate 0.99% among 340,000. recombinant PAFAH2, FP-rhodamine activity probe, fluorescence polarization. inhibition, % at 3.39 µM. Q99487. AID 492956;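 active = inhibition above the mean over all tested compounds plus 3 SD, cut at about 30% in these data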;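 note: inhibitors block probe labeling of enzyme so polarization drops; 0% = enzyme with DMSO and 100% = wells lacking PAFAH2 protein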
# ZTA counter: ZTA (EBV) inhibition in EBNA-1 counter-screen | ZTA-DNA binding, fluorescence polarization | P03206 | hit rate 0.15% among 320,000 | inhibition, % at 11 µM | AID 2234; in the data active = inhibition above about 33%
# GSTO1 inh: GSTO1 inhibition, counter-screen for RBBP9 inhibitors. P78417. recombinant GSTO1, activity-based probe fluorescence polarization. inhibition, % at 5.96 µM. hit rate 1.1% among 300,000. AID 1974;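 active = inhibition above the campaign mean inhibition plus 3 SD, cut at about 35% in these data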;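 note: 0% = GSTO1-1 with DMSO and 100% = wells lacking GSTO1-1 enzyme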
# An asterisk follows results filed as active; . = not tested or not shown.
# Start of the data: the first three entries, ahead of the listing:
SMILES,LYPLA1 inh,PREPL inh,EBNA-1 inh,PAFAH1B3 FP inh,PAD4 FP inh,LYPLA2 counter,PAFAH2 FP inh,ZTA counter,GSTO1 inh
CCc1ccc(/C=N/NC(=O)c2cc(C3CC3)nc3ccccc23)s1,0,9,0,2,4,3,2,8,-1
Cc1noc(C)c1CSCC(=O)Nc1cc(C(F)(F)F)ccc1N1CCOCC1,-2,15,.,4,-3,-5,2,-10,.
Cc1ncc(CO)c(/C=N/N=C/c2ccccc2O)c1O,3,6,8,-2,2,10,2,-8,3

# The listing, repeating the preview:
SMILES,LYPLA1 inh,PREPL inh,EBNA-1 inh,PAFAH1B3 FP inh,PAD4 FP inh,LYPLA2 counter,PAFAH2 FP inh,ZTA counter,GSTO1 inh
CCc1ccc(/C=N/NC(=O)c2cc(C3CC3)nc3ccccc23)s1,0,9,0,2,4,3,2,8,-1
Cc1noc(C)c1CSCC(=O)Nc1cc(C(F)(F)F)ccc1N1CCOCC1,-2,15,.,4,-3,-5,2,-10,.
Cc1ncc(CO)c(/C=N/N=C/c2ccccc2O)c1O,3,6,8,-2,2,10,2,-8,3
O=C(CN1CCC(C(=O)c2ccc3c(c2)OCCO3)CC1)NCc1ccc(F)cc1,4,13,-5,5,0,-301,10,18,12
O=C(O)CSc1nnc(-c2cccnc2)n1Cc1ccccc1,0,7,6,10,2,4,4,6,3
COc1ccc(-c2nc3nc(N)nn3cc2C)cc1F,-1,15,-6,-2,-4,3,4,5,13
Cc1ccc(-n2c(C)cc(C(=O)CN3C(=O)C(=O)N(C4CCCC4)C3=O)c2C)cc1,0,-7,-4,8,-6,2,5,-5,7
Cc1cc(Cl)ccc1OCCCC(=O)N1CCCCC1,0,29,4,-6,2,3,-8,-8,-3
CCCC(=O)Nc1nnc(S(=O)(=O)N(CC)c2ccccc2)s1,0,2,3,-1,-3,-1,2,3,-2
O=C(CCC(=O)OCCCC(F)(F)C(F)(F)F)NC1CCCCC1,-4,1,1,3,-6,-2,8,-11,12
CCc1ccc(S(=O)(=O)Nc2c(NC3CCCCC3)c3ccccc3oc2=O)cc1,1,12,9,4,2,-2,-2,-4,-12
C[C@@]12C(=O)N(Cc3ccc(-c4ccccc4)cc3)CC(=O)N1[C@H](/C=C/c1ccccc1)[C@@H]1C(=O)N(c3ccccc3)C(=O)[C@@H]12,-3,-2,19,6,4,0,-6,0,9
C/C(N)=C(/C#N)C(=O)COC(=O)CCS(=O)(=O)c1ccccc1,5,4,4,15,3,3,-3,6,-1
CCOC(=O)c1cc(CC)sc1NC(=O)C1CC(=O)NN1Cc1ccccc1 (stereo not drawn),-3,11,9,3,2,8,-11,-1,1
O=S(=O)(CCN1CCOCC1)c1ccc(Oc2ccc(S(=O)(=O)CCN3CCOCC3)cc2)cc1,0,-2,-7,8,-1,-2,8,-7,8

# Reprinted from above, 4 compounds:
SMILES,LYPLA1 inh,PREPL inh,EBNA-1 inh,PAFAH1B3 FP inh,PAD4 FP inh,LYPLA2 counter,PAFAH2 FP inh,ZTA counter,GSTO1 inh
C[C@@]12C(=O)N(Cc3ccc(-c4ccccc4)cc3)CC(=O)N1[C@H](/C=C/c1ccccc1)[C@@H]1C(=O)N(c3ccccc3)C(=O)[C@@H]12,-3,-2,19,6,4,0,-6,0,9
C/C(N)=C(/C#N)C(=O)COC(=O)CCS(=O)(=O)c1ccccc1,5,4,4,15,3,3,-3,6,-1
CCOC(=O)c1cc(CC)sc1NC(=O)C1CC(=O)NN1Cc1ccccc1 (stereo not drawn),-3,11,9,3,2,8,-11,-1,1
O=S(=O)(CCN1CCOCC1)c1ccc(Oc2ccc(S(=O)(=O)CCN3CCOCC3)cc2)cc1,0,-2,-7,8,-1,-2,8,-7,8

# (next part)
SMILES,LYPLA1 inh,PREPL inh,EBNA-1 inh,PAFAH1B3 FP inh,PAD4 FP inh,LYPLA2 counter,PAFAH2 FP inh,ZTA counter,GSTO1 inh
Cc1nc(COc2ccc(C(=O)NCc3ccccc3CN3CCCCC3)cc2)cs1,-1,16,.,3,-2,-4,3,-7,.
CCOc1ccc(CCNC(=O)CN2CCN(Cc3ccccc3F)C2=O)cc1OCC,0,-12,1,1,4,-4,8,-1,-3
Cc1cccc(C(=O)N[C@H](C(=O)Nc2nc3ccccc3[nH]2)C(C)C)c1,1,18,-5,10,-4,1,4,8,6
CCC(=O)Nc1ccc(C(=O)N/N=C/c2cccnc2)cc1,0,2,-5,8,-2,1,5,-6,4
Cc1ccc(S(=O)(=O)NC(C)C(c2cccs2)N2CCOCC2)cc1 (stereo not drawn),-1,-8,-5,-8,1,4,3,-4,-1
Nc1ccc(Cl)c(S(=O)(=O)Nc2ccccc2Cl)c1,0,-7,-3,-2,-2,4,-5,-12,8
O=C(O)/C=C/C(=O)c1c(-c2ccccc2)[nH]c2ccccc12,2,-7,4,11,-1,1,3,17,9
CCn1c(NC(C)=O)nc2ccccc21,-1,-1,6,8,-1,-1,-5,5,2
Cc1cccn2c(=O)c3cc(C(=O)NCc4ccco4)c(=N)n(CCOCCO)c3nc12,9,16,-12,8,-1,1,5,-15,2
Cc1nnc(C)n1/N=C/c1cccc([N+](=O)[O-])c1,0,7,-9,2,3,0,0,1,3
O=C(COc1ccc(-n2cnnn2)cc1)Nc1ccc(F)c(F)c1,.,9,.,7,2,.,6,.,.
CCCS(=O)(=O)n1nc(-c2ccc(OC)cc2OC)cc1N,2,-1,-1,3,6,4,7,-14,6
CCn1cc(C(=O)N2CCN(c3ccccc3)CC2)c(=O)c2cc(S(=O)(=O)N3CCOCC3)ccc21,0,8,-14,-5,3,-2,4,-2,-1
COc1ccc(C(=O)N2CCN(C3CCCCC3)CC2)c(OC)c1,1,16,-2,5,2,-3,-1,-6,4
Cc1ccc(-n2c(Cn3c(C)nc4ccccc43)n[nH]c2=S)cc1,-2,2,16,-4,-4,1,6,14,0
COc1ncc(C2=CC(=O)CC(C)(C)C2)cn1,1,-2,.,0,3,9,-4,-21,.
O=C(Nc1ccc(NC(=O)C2CC2)nc1)c1ccccc1F,-6,-7,-1,5,3,-12,7,-9,1
CN(C)Cc1c(O)ccc2ccccc12,5,6,-8,3,-6,10,-9,5,8
O=C(N/N=C/c1ccccn1)c1cccnc1,-1,16,10,-4,-2,4,2,-13,13
CC1C(=O)N(Cc2ccc(F)cc2)c2ccccc2N1C(=O)c1c(F)cccc1F (stereo not drawn),-5,-2,-5,-9,-1,-9,3,-18,-1
O=C(CCc1ccccc1)c1c(O)cc(O)cc1O,-5,-7,-4,1,-6,-3,4,3,30
Cc1ccc(COc2ccc(-c3nnco3)cc2)cc1,1,21,-18,3,-1,-4,-4,-3,-5
N/C(Cn1cncn1)=N\OC(=O)c1ccc(Cl)cc1Cl,-2,8,-7,2,0,8,0,-16,1
O=C(Cc1ccccc1)N1CCc2[nH]nc(-c3ccccc3)c2C1,-2,-9,9,2,3,0,2,-8,5
CCNC(=S)N(CCc1c(C)[nH]c2ccc(F)cc12)Cc1cccnc1,-5,-5,1,8,-1,-5,-7,8,-4
CCc1nccn1S(=O)(=O)c1ccc2ccc(C)cc2c1,-1,8,-10,4,-3,5,-11,-17,8
CCOc1ccc(C2/C(=C(\O)c3ccc4c(c3)OCCO4)C(=O)C(=O)N2Cc2cccnc2)cc1OCC (stereo not drawn),-1,14,-8,4,-5,-7,8,5,1
COc1ccc(NS(=O)(=O)c2ccc3c(c2)CCC(=O)N3)c(OC)c1,0,17,-19,4,-6,-4,-6,-8,-7
CN(Cc1ccccc1F)c1nc(-c2cccnc2)nc2ccccc12,-5,7,-1,-10,-3,0,0,-7,-2
COc1ccc(NC(=O)c2csc3c2CCCC3)cc1,-2,13,-2,4,-4,0,14,-6,-2

# Compound profiles, as listed above:
# Cc1ccc(COc2ccc(-c3nnco3)cc2)cc1 in the list: LYPLA1 inh = 1; PREPL inh = 21; EBNA-1 inh = -18; PAFAH1B3 FP inh = 3; PAD4 FP inh = -1; LYPLA2 counter = -4; PAFAH2 FP inh = -4; ZTA counter = -3; GSTO1 inh = -5
# COc1ncc(C2=CC(=O)CC(C)(C)C2)cn1 in the list: LYPLA1 inh = 1; PREPL inh = -2; EBNA-1 inh = .; PAFAH1B3 FP inh = 0; PAD4 FP inh = 3; LYPLA2 counter = 9; PAFAH2 FP inh = -4; ZTA counter = -21; GSTO1 inh = .

# (listing goes on)
SMILES,LYPLA1 inh,PREPL inh,EBNA-1 inh,PAFAH1B3 FP inh,PAD4 FP inh,LYPLA2 counter,PAFAH2 FP inh,ZTA counter,GSTO1 inh
COc1ccc(Cl)cc1NC(=O)c1cnc2n(c1=O)CCS2,-2,0,5,2,-2,-4,0,15,-7
CCC(=O)N1CCN(c2ccc(NC(=O)c3ccco3)cc2)CC1,0,1,11,11,1,-1,-4,17,-7
C[C@H](NC(=O)C1CC(=O)N(c2ccc3c(c2)OCCO3)C1)C(=O)NC1CCCC1 (stereo partly drawn),-1,-6,-2,8,-1,3,-5,-8,0
COc1cc(C)c(C)cc1S(=O)(=O)NC1CC(C)(C)NC(C)(C)C1,0,1,7,-5,-6,1,4,17,5
COCCn1nnnc1CN(Cc1ccco1)Cc1cc2cc3c(cc2[nH]c1=O)OCO3,-3,12,-7,1,-4,-3,-4,1,-2
COc1ccc2c(c1)CC/C2=N\OC(=O)c1cccc(C)c1,2,0,9,1,-3,7,-4,-9,1
Cc1c(C)c2c(C)[nH]nc2oc1=O,-2,20,-2,10,-1,0,5,3,-1
Cc1cccc(OCCn2c(NC(=O)c3ccco3)nc3ccccc32)c1,-4,-33,-9,4,-3,-10,9,4,-7
O=C(Nc1cccc(O)c1)c1ccc(Br)c(S(=O)(=O)N2CCCCC2)c1,-4,-4,-2,3,-3,-8,4,1,0
O=C1NC2(CCCCCC2)C(=O)N1Cc1ccccc1Br,3,0,2,3,1,5,4,-1,-8
CC[C@H](C)Cc1cn([C@@H](CCCCN)C(=O)NCCCCCCCCCCC(=O)N2CCNCC2)nn1,-1,10,1,10,0,-1,-3,4,9
COc1ccccc1NC(=S)Nc1ccc2cn[nH]c2c1,2,16,-7,5,-4,5,5,-1,3
Cc1cc(/C=N/NC(=O)C(=O)NCc2ccccn2)c(C)n1-c1cccc(Br)c1,-2,9,-13,11,-1,-1,-3,-31,-2
Cc1cccc(NC(=O)CNC(=O)CCNC(=O)c2ccc(C(C)(C)C)cc2)c1C,2,4,.,3,0,5,2,-2,.
CO/N=C(\N)c1nonc1N,1,4,2,13,4,4,17,-2,4
CC(C)(C)C(=O)CSc1ncnc2c1cnn2-c1ccccc1,-3,-3,8,.,-1,-1,.,1,-9
COc1cc(/C=N\Nc2nc(-c3ccc(C)cc3)c(NC(C)=O)s2)ccc1O,-2,35,-15,6,7,0,-1,1,12
O=C(NNC(=O)c1ccccc1F)c1cccc(S(=O)(=O)N2CCc3ccccc32)c1,.,5,.,4,-3,.,11,.,.
Cc1ccccc1NC(=O)Nc1nnc(CC(=O)NCc2ccccc2)s1,0,-3,-9,-5,4,-2,0,4,4
COc1ccc(CCC(=O)NNC(=S)NCc2ccc(F)cc2)cc1,1,-4,6,14,6,1,1,12,7

# A few values from the results shown:
# PAFAH1B3 FP inh with O=C(NNC(=O)c1ccccc1F)c1cccc(S(=O)(=O)N2CCc3ccccc32)c1 stands at 4
# PREPL inh with Cc1ccccc1NC(=O)Nc1nnc(CC(=O)NCc2ccccc2)s1 stands at -3

# The list is partial; rates above refer to the full screens.
